S1P4 antag: human S1P4 receptor antagonism; O95977; S1P4-expressing cells, antagonist mode, reporter read-out; inhibition, % at 4.98 µM; 220,000 tested, 0.26% active; AID 1510; in the data active = inhibition above about 29%;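 also: 0% = wells stimulated with agonist and 100% = vehicle wells without agonist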
NPY-Y1 antag: antagonists of human neuropeptide Y receptor Y1 | P25929 | HEK293-CNG Y1 cells, membrane potential fluorescence; NPY at EC95, then isoproterenol | inhibition, % at 3.6 µM | 200,000 tested, 1% active | AID 1040;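 active = inhibition above the campaign mean inhibition of all tested compounds plus 3 SD, cut at about 20% in these data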;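 also: 0% = DMSO wells given NPY plus isoproterenol and 100% = isoproterenol alone without NPY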
Target sequence (P25929 whole entry, looked up): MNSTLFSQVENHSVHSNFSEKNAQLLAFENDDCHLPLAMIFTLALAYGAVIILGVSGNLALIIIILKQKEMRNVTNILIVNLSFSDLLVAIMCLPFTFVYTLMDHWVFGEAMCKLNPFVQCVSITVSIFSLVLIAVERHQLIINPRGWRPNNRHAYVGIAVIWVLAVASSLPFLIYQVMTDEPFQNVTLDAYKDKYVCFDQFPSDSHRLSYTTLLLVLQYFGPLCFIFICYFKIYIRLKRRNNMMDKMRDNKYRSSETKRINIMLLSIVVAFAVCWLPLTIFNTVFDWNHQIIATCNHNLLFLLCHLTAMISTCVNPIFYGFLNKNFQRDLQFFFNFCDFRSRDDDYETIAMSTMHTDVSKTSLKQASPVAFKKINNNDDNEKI
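Test system – HEK293 Y1/CNG channel cell line · Also added – NPY agonist 25 nM, then isoproterenol 1 µM plus Ro 20-1724 25 µM · Compound dosing – one concentration, 3.6 µM, in 0.4% DMSO · Schedule – compound incubation 1 h at room temperature, readout 45 min post-stimulation · Technique – fluorescence, membrane potential probe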
NPY2 pot ag: human NPY-Y2 potentiation or agonism, primary screen | P49146 | cells expressing NPY-Y2, potentiator/agonist read-out | activation, % at 3.6 µM | 220,000 tested, 0.45% active | AID 1359; in the data active = activation above about 27%;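 also: cells stimulated with NPY near EC25 plus isoproterenol at EC100; 0% = vehicle plus submaximal agonist and 100% = vehicle plus saturating agonist; some results beyond the cut were filed as inactive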
Target sequence (P49146 whole entry, looked up): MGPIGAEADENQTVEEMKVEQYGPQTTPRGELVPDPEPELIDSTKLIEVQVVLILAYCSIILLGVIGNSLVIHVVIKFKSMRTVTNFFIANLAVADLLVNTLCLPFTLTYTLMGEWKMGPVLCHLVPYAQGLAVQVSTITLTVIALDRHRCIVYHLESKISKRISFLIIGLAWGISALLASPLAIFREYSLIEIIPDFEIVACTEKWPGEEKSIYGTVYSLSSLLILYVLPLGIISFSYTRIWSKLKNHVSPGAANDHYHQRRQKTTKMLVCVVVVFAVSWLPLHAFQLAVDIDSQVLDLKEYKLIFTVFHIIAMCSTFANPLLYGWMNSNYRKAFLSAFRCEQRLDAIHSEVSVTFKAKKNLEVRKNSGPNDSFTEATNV
p47phox inh: blocks human p47phox regulatory protein of NADPH oxidases. p47phox/p22phox peptide binding, fluorescence polarization, 2 h. inhibition, % at 24.7 µM. 220,000 tested, 0.53% active;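 active = inhibition above about 30%, limit read from the data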;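 also: 0% = p47phox with labelled peptide and 100% = labelled peptide alone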
S1P4 agonist: activates the human S1P4 receptor | O95977 | S1P4-expressing cell line, agonist reporter assay | activation, % at 4.98 µM | 220,000 tested, 0.35% active; in the data active = activation above about 11%;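 also: 0% = DMSO vehicle and 100% = reference agonist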
CHOP inh: blocks CHOP induction under ER stress; CHO-K1 CHOP-promoter luciferase, tunicamycin-induced, 15-18 h; inhibition, % at 10 µM; 220,000 tested, 3.8% active; AID 2732;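 active = compounds that reduced the stress-induced luciferase reporter signal by more than about 70% of percent inhibition, limit read from the data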;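 also: 0% = tunicamycin plus vehicle and 100% = wells without tunicamycin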
NPY-Y1 PAM-ag: human NPY-Y1 potentiation or agonism, primary screen | NPY-Y1 expressing cells, potentiator/agonist activation | activation, % at 3.6 µM | 220,000 tested, 0.37% active | P25929 | AID 1304; in the data active = activation above about 33%, passing the limit was not always enough;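 also: cells stimulated with NPY at EC10 then isoproterenol at EC100; 0% = low agonist plus stimulus and 100% = saturating agonist plus stimulus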
BaF3 tox: reduces parental Ba/F3 cell viability, JAK2V617F counter-screen; inhibition, % at 5.6 µM; CellTiter-Glo ATP luminescence; AID 1486; 220,000 tested, 1.1% active;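 active = inhibition above a per-campaign cutoff, the mean inhibition of all tested compounds plus 3 SD, cut at about 27% in these data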;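 also: 0% = DMSO wells and 100% = JAK Inhibitor I control wells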
Ba/F3 V617F tox: loss of viability in JAK2V617F-driven Ba/F3 cells | inhibition, % at 5.6 µM | Ba/F3 EpoR-JAK2V617F viability, ATP luminescence | 220,000 tested, 1.1% active;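 active = inhibition above the campaign mean plus 3 SD over all tested compounds, cut at about 24% in these data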;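 also: cytokine-independent growth of Ba/F3 cells driven by EpoR plus mutant JAK2; 0% = DMSO-treated cells and 100% = JAK inhibitor I control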
* marks the source's active call; other numbers are inactive results; / = no result given.

SMILES	S1P4 antag	NPY-Y1 antag	NPY2 pot ag	p47phox inh	S1P4 agonist	CHOP inh	NPY-Y1 PAM-ag	BaF3 tox	Ba/F3 V617F tox
CCOc1ccccc1C(=O)NCc1ccc2c(c1)OCO2	13.6	8.1	-10.7	11.7	-1.8	22.5	-0.2	5.0	-2.1
Cn1cccc1C(=O)Nc1nccs1	1.2	0.7	9.7	-16.8	0.0	-25.5	-8.9	6.8	-3.7
COc1ccc(NCC(=O)N/N=C/c2ccc3c(c2)OCCO3)cc1	-15.0	3.0	5.5	1.9	1.9	2.0	2.4	5.1	-2.6
Cc1ccc(NC(=O)CSCC#N)cc1	0.1	2.1	0.2	-16.8	-1.9	7.0	-9.8	4.0	-1.6
O=C(NNC(=O)C(Cl)Cl)c1cnn(-c2ccccc2)c1C(F)(F)F	-3.5	/	-3.1	-8.8	1.7	-6.2	5.7	1.7	-0.9
CCOc1cc(N2CCOCC2)c(OCC)cc1NC(=O)c1ccc2ccccc2n1	-24.4	2.5	6.2	-7.6	2.3	-6.0	-3.2	5.3	2.6
CCCOc1ccc(N2CC(C(=O)Nc3ccccc3C(=O)NC)CC2=O)cc1 (centres undefined)	-4.8	3.8	-4.6	-6.2	-0.3	1.1	14.0	6.9	-1.9
Cc1cccc2cc(CN(CC3CCCO3)C(=O)c3ccco3)c3nnnn3c12 (centres undefined)	-12.5	0.5	-3.7	4.3	2.5	-8.6	6.0	0.8	-4.0
CN(C)CCCNCCCNC(=O)/C=N/O	-1.2	0.1	-10.8	-12.2	0.9	-12.5	-15.3	2.3	-4.2
O=C(NNc1nc2ccc(Cl)cc2s1)c1cc(-c2cccs2)nc2ccccc12	-9.9	5.6	-2.5	-25.6	3.2	-4.9	-24.0	6.0	-0.8
O=C1c2cccnc2C(Nc2ccc(Cl)cc2)N1Cc1cccs1 (centres undefined)	-11.1	1.0	1.7	-9.1	0.5	12.3	3.4	4.2	1.2
O=C(Nc1cccc(NC(=O)c2ccc(-c3ccc(Br)cc3)o2)c1)c1ccccc1	-4.6	-1.3	-1.6	-9.6	1.6	-24.8	4.0	1.6	-0.5
Cc1ccc(N2CC(C(=O)NCCc3ccc(S(N)(=O)=O)cc3)CC2=O)cc1 (centres undefined)	-13.7	2.6	-1.5	-16.8	-1.2	6.6	-1.1	1.8	0.3
CCCCCCCCCCCC(=O)c1c(O)cccc1O	6.0	8.2	0.5	-21.3	-0.7	29.2	-2.2	-0.6	0.9
O=C(Cn1c(=O)n(-c2ccc(F)cc2)c(=O)c2sccc21)N1CCCC1	-24.5	-2.3	-4.5	-4.1	1.6	22.4	6.6	0.5	1.3
O=C1CC(C(=O)Nc2ccc(Cl)cc2)n2ncnc2N1 (centres undefined)	-2.2	-2.3	3.1	2.6	-0.3	-5.0	17.2	0.3	-5.0
COc1ccc(CCN=C(N)NS(=O)(=O)c2ccc(F)cc2)cc1	-27.7	-5.1	11.5	/	-0.5	55.5	15.2	8.9	2.0
COc1ccc(/C=C/C(=O)N2CCN(c3ccccc3)CC2)cc1S(=O)(=O)N1CCOCC1	-17.2	8.4	21.9	-11.3	0.0	-0.9	11.8	2.5	2.6
O=S(=O)(c1cccc2cccnc12)N1CCc2ccccc21	-16.8	4.3	9.4	4.9	0.0	29.9	18.8	0.4	-2.7
O=C(Nc1ccc([N+](=O)[O-])cc1)/C(=C/c1cccc([N+](=O)[O-])c1)NC(=O)C1CCCCC1	-7.5	-1.7	20.2	-9.6	0.7	-9.5	1.8	0.0	0.8
CCOc1ccc(NC(=O)CC2C(=O)N(c3ccccc3)C(=O)N2Cc2ccccn2)cc1 (centres undefined)	-1.7	-5.0	-5.6	-11.1	0.8	0.3	10.1	1.6	-1.4
Cc1c(NC(=O)C(=O)/C=C(\O)c2ccc(Br)cc2)c(=O)n(-c2ccccc2)n1C	-7.5	11.4	-0.5	-10.1	-0.7	61.4	7.0	-7.4	3.8
CCn1c(-c2csc(-c3ccc(Cl)cc3)n2)n[nH]c1=S	-14.4	6.1	2.0	-0.7	-3.5	-25.1	5.8	5.6	-1.8
Cc1cc2c3c(c1)C(C)(c1ccccc1)CC(C)(C)N3C(=O)C21C(C#N)=C(N)OC2=C1C(=O)CC(C)(C)C2 (centres undefined)	-30.6	-5.8	-5.5	-19.0	-3.6	107.2*	14.6	-0.8	-2.6
COc1ccccc1NC(=O)N1CCCC1C(=O)NCC1CCCO1 (centres undefined)	6.8	-0.1	6.1	-8.1	-1.2	-5.8	24.9	1.4	0.5
CCOC(=O)c1cnc2ccc(C(=O)OC)cc2c1Nc1ccc2c(c1)OCCO2	-17.2	2.2	-7.1	4.4	1.7	4.8	-8.7	5.8	-3.4
O=C(Nc1ccccc1-c1nc2ccccc2s1)c1cccnc1	-0.7	6.8	-6.7	12.8	1.2	-24.1	-9.7	0.6	-0.4
CCCC(CCC)=NNc1ccc(S(=O)(=O)Nc2ccccc2OC)cc1[N+](=O)[O-]	-16.3	-2.5	-10.1	-6.3	2.9	19.5	-12.8	1.3	0.2
CNC(=O)C(C)NS(=O)(=O)c1ccc(F)cc1 (centres undefined)	6.3	0.1	7.7	-7.2	0.7	23.8	5.2	6.4	0.2
Cc1cccc(C(=O)N2CCN(c3ccc([N+](=O)[O-])c(N4CCOCC4)c3)CC2)c1	-9.5	-7.1	-6.3	-13.2	0.2	-13.1	3.1	8.0	-0.6

Full records from above. Values in the order: S1P4 antag, NPY-Y1 antag, NPY2 pot ag, p47phox inh, S1P4 agonist, CHOP inh, NPY-Y1 PAM-ag, BaF3 tox, Ba/F3 V617F tox
Shown for Cc1ccc(N2CC(C(=O)NCCc3ccc(S(N)(=O)=O)cc3)CC2=O)cc1 (centres undefined) = -13.7, 2.6, -1.5, -16.8, -1.2, 6.6, -1.1, 1.8, 0.3
Shown for Cc1cccc(C(=O)N2CCN(c3ccc([N+](=O)[O-])c(N4CCOCC4)c3)CC2)c1 = -9.5, -7.1, -6.3, -13.2, 0.2, -13.1, 3.1, 8.0, -0.6
Shown for CCOc1cc(N2CCOCC2)c(OCC)cc1NC(=O)c1ccc2ccccc2n1 = -24.4, 2.5, 6.2, -7.6, 2.3, -6.0, -3.2, 5.3, 2.6
Shown for CCCCCCCCCCCC(=O)c1c(O)cccc1O = 6.0, 8.2, 0.5, -21.3, -0.7, 29.2, -2.2, -0.6, 0.9
Shown for CN(C)CCCNCCCNC(=O)/C=N/O = -1.2, 0.1, -10.8, -12.2, 0.9, -12.5, -15.3, 2.3, -4.2

The list continues:
SMILES	S1P4 antag	NPY-Y1 antag	NPY2 pot ag	p47phox inh	S1P4 agonist	CHOP inh	NPY-Y1 PAM-ag	BaF3 tox	Ba/F3 V617F tox
O=C(CSc1nc(-c2cccs2)cc(C(F)(F)F)n1)Nc1cc(OCC(F)(F)F)cc([N+](=O)[O-])c1	0.2	5.6	-6.5	-0.1	0.0	29.8	-7.0	-0.2	1.7
O=C(c1ccccc1Sc1ccccc1[N+](=O)[O-])N1CCCCC1	-13.6	-2.8	13.1	1.6	-2.2	11.4	11.5	3.8	0.5
O=C(Nc1ccccc1)Nc1ccccc1C(=O)NCc1ccccc1	4.2	12.0	-10.9	-10.9	1.6	41.6	-20.1	2.9	0.4
CCOC(=O)CN1C(c2ccccc2O)Nc2ccc(Br)cc2C1c1ccccc1 (centres undefined)	-21.3	3.9	-4.8	0.5	1.0	40.3	2.9	9.4	20.3
COCCNC(=O)/C(C#N)=C/c1cc(Br)c(O)c(OC)c1	1.7	0.0	-16.3	-10.4	1.0	11.2	-9.0	6.0	2.4
CCOc1ccc(NC(=O)CCC(=O)c2ccc(-c3ccccc3)cc2)cc1	-7.9	3.0	15.9	-13.0	-0.3	7.2	23.0	0.4	-2.0
CCN(CC)S(=O)(=O)c1ccc(N2CCOCC2)c(NC(=O)COc2ccc(C#N)cc2)c1	-1.5	/	-15.3	-6.9	0.4	-6.4	2.2	1.9	2.5
O=C(O)c1cnccn1	-10.4	5.0	10.1	-5.7	-0.5	2.6	-14.7	0.5	-4.9
CCCCCCc1cc2cc(C(N)=O)c(=N)oc2cc1O	-21.5	-2.7	10.2	-8.5	10.3	33.0	16.1	2.5	-5.9
Cc1onc(-c2ccccc2)c1CNS(=O)(=O)c1cccc(Cl)c1	-2.5	/	10.5	-7.7	-1.5	4.3	-0.5	-1.8	1.5
Cn1c(=O)c2c(nc(N/N=C/c3ccncc3)n2Cc2ccccc2)n(C)c1=O	-4.1	/	5.5	-29.2	0.2	-5.8	7.7	-4.1	2.5
CCOC(=O)NNc1cc(C(F)(F)F)ccn1	0.8	/	9.7	-4.5	0.9	-10.6	12.8	4.4	-0.8
NC(=O)CN1CCN(S(=O)(=O)c2ccc(Br)cc2)CC1	1.1	1.2	10.5	-0.8	-0.1	25.7	4.8	1.3	-1.6
COc1cc2[nH]c(=O)n(CCCCCC(=O)NCCc3c[nH]c4ccccc34)c(=O)c2cc1OC	-10.6	-4.6	-1.9	-11.0	2.1	-7.6	2.2	2.2	-1.8
O=C1CC(c2ccccc2)CC(O)=C1C=Nc1ccc(Cl)cc1 (centres undefined)	0.0	4.8	-1.0	-10.6	-0.2	83.0*	8.8	7.2	2.6
CC(C)(C)NC(=O)C(c1ccc(F)cc1)N(Cc1ccco1)C(=O)Cn1nnc(-c2cccs2)n1 (centres undefined)	-1.5	5.5	-16.9	-2.1	-1.3	19.2	-54.4	1.1	-2.2
O=[N+]([O-])c1ccc(Sc2cccc3cccnc23)cc1	-11.7	2.7	2.2	-7.2	-2.3	19.9	-10.9	-0.3	-3.5
O=C(CN1CCCCCC1=O)N1CCN(S(=O)(=O)c2cccs2)CC1	-12.4	5.3	9.2	-14.1	-0.6	-11.1	10.6	3.3	0.7
Cc1nn(CC(=O)Nc2cc(S(=O)(=O)N(C)C)ccc2Cl)c(C)c1[N+](=O)[O-]	-12.7	-2.9	-6.0	2.3	0.3	45.6	-16.0	4.9	-0.2

Source: PubChem BioAssay (several laboratories)
